Assay outcomes: PubChem BioAssay, Fisher Drug Discovery Resource Center
NPYLR7 ag – mosquito NPYLR7 agonism; HEK293T NPYLR7/Galpha15, GCaMP6s calcium fluorescence; 0.15% of 270,000 active; activation, % at 10 µM; in the data active = activation above about 40%;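 also: 0% = vehicle and 100% = reference agonist at the receptor; some compounds past the cut are filed as inactive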
hcGAS inh – blocks human cGAS activity; inhibition, % at 12.5 µM; recombinant h-cGAS, ATP depletion, Kinase-Glo luminescence; 0.081% of 290,000 active;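 also: 0% = vehicle reaction and 100% = reaction without DNA for no activity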
Target sequence (Q8N884 whole entry, looked up): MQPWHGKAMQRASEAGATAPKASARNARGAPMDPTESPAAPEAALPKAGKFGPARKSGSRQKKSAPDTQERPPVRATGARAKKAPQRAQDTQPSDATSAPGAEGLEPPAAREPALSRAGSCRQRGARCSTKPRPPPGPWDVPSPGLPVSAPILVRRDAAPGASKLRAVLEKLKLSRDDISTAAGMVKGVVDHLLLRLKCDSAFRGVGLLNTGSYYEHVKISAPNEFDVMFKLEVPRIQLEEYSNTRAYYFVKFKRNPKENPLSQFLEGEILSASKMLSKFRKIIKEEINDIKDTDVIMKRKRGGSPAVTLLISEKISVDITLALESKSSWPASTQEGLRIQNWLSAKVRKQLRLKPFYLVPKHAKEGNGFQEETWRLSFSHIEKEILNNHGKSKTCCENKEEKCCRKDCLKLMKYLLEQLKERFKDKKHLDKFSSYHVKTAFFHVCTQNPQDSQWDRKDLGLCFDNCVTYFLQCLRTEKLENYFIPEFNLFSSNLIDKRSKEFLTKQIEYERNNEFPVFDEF
mcGAS inh – blocks mouse cGAS activity; inhibition, % at 12.5 µM; AID 1259399; Q8C6L5; recombinant cGAS, Kinase-Glo ATP depletion luminescence; 0.15% of 160,000 active;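 also: 0% = negative control wells and 100% = reference inhibitor with no enzyme activity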
The depositor's hits bear a star; · = not tested or not shown. Rule as the data show it, unless noted: active = inhibition above about 40%; inactive = the rest.

SMILES	NPYLR7 ag	hcGAS inh	mcGAS inh
Cn1c2c(c3cc(Br)ccc31)CCCC2=O	-5	-2	·
CC1(C(=O)NCC(=O)OCC2CC2)CCCN1C(=O)c1ccccc1 (stereo not given)	12	-12	·
COCCCNC(=O)CN(c1cccc([N+](=O)[O-])c1)S(=O)(=O)c1ccccc1	-3	6	·
CCCCN(CC(=O)N(CCc1c[nH]c2ccccc12)Cc1ccc(Cl)c(Cl)c1)C(=O)C1C[C@H]1c1ccccc1 (stereo not given in full)	4	-5	-4
O=C(Cc1csc(-c2cccs2)n1)NCCCc1ccccc1	5	-9	·
Cc1nc2c(OCCC3CCCCC3)cccn2c1N(C)Cc1cccs1	14	-3	-2
COCCNc1oc2c(c1-c1cccc([N+](=O)[O-])c1)c(=O)oc1ccc(C)cc12	-2	2	-3
CCOc1ccc(-c2cc(C(=O)NCCSC)c3ccccc3n2)cc1	-13	1	0
Cc1nc(-c2cccc(C(F)(F)F)c2)nc(N2CCN(C(=O)COCc3ccccc3)CC2)c1Cc1ccccc1	-4	-12	-7
CC(=O)c1cc(C(=O)NCc2cccnc2N(C)Cc2ccccc2)cs1	10	-4	-9
Cc1ccc(S(=O)(=O)N(CCC#N)C2CC2)c(F)c1	13	-14	·
CCCCOc1ccc(C2=N/C(=C\C(C)=C\c3ccccc3)C(=O)O2)cc1	-1	4	·
Nc1nc(-c2ccc(Oc3ccccc3)cc2)c(CC(=O)O)s1	-2	-8	7
COCCN(Cc1nc(C(=O)NCCN2CCCC2)cs1)C(=O)Nc1ccc(OC)cc1	7	-7	-5
COCCN1C(=O)CC(Sc2ncccc2C(=O)O)C1=O (stereo not given)	-11	2	0
CN(CCCNC(=O)c1ccc(CSc2ccc3ccccc3n2)cc1)c1ccccc1	0	-8	-3
COC(=O)C[n+]1ccn2c(C)ccc2c1C	-13	-6	·
O=C(COc1ccc(NC(=O)c2ccco2)cc1)NCC(F)(F)F	-3	-7	-14
CCc1c(C)sc(NC(=O)c2cnn3c(C(F)(F)F)cc(-c4ccccc4)nc23)c1C(N)=O	-4	1	·
O=C(c1sccc1Cl)N1CCc2c(nc(-c3ccccc3)[nH]c2=O)C1	1	0	·
Cc1ccc(NC(=O)Cn2c(O)c(N=NC(=O)c3ccccc3N)c3ccccc32)cc1	-5	1	-6
CN(C)c1nc(C(N)=O)nc(N2CCOCC2)n1	1	-8	·
Cc1ccc2ncn(C3CCN(C(=O)Cc4ccc(F)c(F)c4)CC3)c2c1	23	-5	-6
Cc1ccc2[nH]c(C(=O)O)c(CN(C)CC3COc4ccccc4O3)c2c1 (stereo not given)	7	-5	·
O=C(Nc1cccc(-c2cccc(-c3ccc(F)cc3)n2)c1)c1ccc(F)cc1C(F)(F)F	4	-8	-6
NC(=O)CN(C(=O)/C=C/c1ccco1)c1ccccc1	4	-2	·
CC(C)c1nn(C)c2c1C(c1ccc(Sc3nncn3C)o1)CC(=O)N2 (stereo not given)	2	-3	-14
O=C(Nc1cc(Br)c[nH]c1=O)c1ccc(COc2ccccc2)cc1	1	-6	·
CCOC(=O)C1(CC2CCCCO2)CCN(Cc2cc(F)ccc2-n2cccn2)CC1 (stereo not given)	9	-2	-4
CCC(=O)c1cccc(-c2ccc(NC(C)=O)cc2)c1	-3	-4	-16
COc1ccc(C=NN2CCN(Cc3ccc(C)cc3C)CC2)cc1	-3	-7	-7
Cc1cccc(SC2CCN(CCC(F)(F)F)CC2)c1	10	-6	-12
O=C(Nc1ccc([N+](=O)[O-])cc1)C1CCCN1S(=O)(=O)c1ccc(Cl)s1 (stereo not given)	29	-3	-8
Cc1ccccc1CSc1nnc(C2CCCCC2)n1-c1ccccc1C	12	-2	-4
CCNc1nnc(SCc2cccc([N+](=O)[O-])c2)s1	-3	-6	-1
CCN(C(C)=O)C1CCN(Cc2ccc(C(=O)Nc3c(C)noc3C)cc2)C1 (stereo not given)	26	-3	-17
NC(=O)c1ccncc1NC(=O)c1ccc(Cl)cn1	3	-2	·
Nc1c(C(=O)Nc2ccc(Cl)cc2)c2ccccn2c1C(=O)c1ccc(F)cc1	-2	-5	-10
O=C(Cn1nc(-c2ccccc2)c2sc(N3CCOCC3)nc2c1=O)c1ccc2c(c1)OCO2	-6	-6	-9
Nc1[nH]n(-c2ccccc2)c(=O)c1N=Nc1ccc2ncsc2c1	-4	0	·

Part of the list above, as a markdown table.
| SMILES | NPYLR7 ag | hcGAS inh | mcGAS inh |
| --- | --- | --- | --- |
| CCNc1nnc(SCc2cccc([N+](=O)[O-])c2)s1 | -3 | -6 | -1 |
| CCN(C(C)=O)C1CCN(Cc2ccc(C(=O)Nc3c(C)noc3C)cc2)C1 (stereo not given) | 26 | -3 | -17 |
| NC(=O)c1ccncc1NC(=O)c1ccc(Cl)cn1 | 3 | -2 | · |
| Nc1c(C(=O)Nc2ccc(Cl)cc2)c2ccccn2c1C(=O)c1ccc(F)cc1 | -2 | -5 | -10 |

2 consecutive records already listed, quoted:
SMILES	NPYLR7 ag	hcGAS inh	mcGAS inh
COc1ccc(C=NN2CCN(Cc3ccc(C)cc3C)CC2)cc1	-3	-7	-7
Cc1cccc(SC2CCN(CCC(F)(F)F)CC2)c1	10	-6	-12

Going on with the list:
SMILES	NPYLR7 ag	hcGAS inh	mcGAS inh
COc1ccc(OC)c(CCNc2nc3cnc(-c4ccc(Cl)cc4)cc3n2C)c1	83*	-6	-7
Cc1[nH]n(-c2nc3ccccc3s2)c(=O)c1C=NC(C)c1ccccc1 (stereo not given)	2	-5	·
Cc1occc1C(=O)N1CCC(n2c(Cc3ccccc3)nc3ccccc32)CC1	2	-4	-6
Cc1cc(=O)n(CC(=O)NCCc2ccccc2)cn1	-6	0	·
COCCCn1c(SCc2cc3c(cc2Cl)OCO3)nnc1-c1cc(-c2ccccc2)nc2ccccc12	0	-2	-5
CN(NC(=O)c1c[nH]c(=O)c(Cl)c1)c1ccccc1	5	-7	-5
COc1ccc([C@H]2[C@@H](C(=O)N(C)CCc3ccccn3)c3ccccc3C(=O)N2Cc2ccccc2)cc1	-11	-9	-2
COc1ccccc1-n1cc(C(=O)N2CCCC3(CNC(=O)O3)C2)cn1 (stereo not given)	9	-10	·
O=C(CCc1ccccc1)Nc1cccc(N2C(=O)CNC2=O)c1	7	-2	·
COCCNc1nc(Nc2ccc(F)cc2)c2cnn(-c3ccccc3)c2n1	1	-10	-8
Cc1ccccc1C(=O)c1ccc(Nc2ccc(Br)cc2N)cc1Cl	4	3	·
COc1cc2c(cc1OC)CN(S(=O)(=O)c1ccc(OC)c(N3CCN(C(=O)C4(c5ccc(Cl)cc5)CCCC4)CC3)c1)CC2	3	-9	-9
Cc1ccsc1CN1CCCOCCNC(=O)[C@@H]2CCCC[C@@H]21	·	-14	-5
COCCN1C=C(C(=O)OC)C(c2ccsc2)C(C(=O)OC)=C1	0	-10	-5
CCOP(=O)(CNC(=O)CCC(=O)c1ccc(CCCC2CC2)cc1)OCC	-9	-4	·
COc1cccc(C(=O)N2CCSC23CCN(C(=O)c2ccc(Cl)cc2)CC3)c1	-5	-13	-5
COc1ccc(-c2csc(-n3[nH]c(-c4ccccc4)c(N=Nc4cccc(OC)c4)c3=O)n2)cc1	-1	-1	-2
CC(C)(C)OCC(O)CN1CCC(=O)N(CC(=O)C(C)(C)C)Cc2ccccc21 (stereo not given)	-4	4	2
COc1ccc(OCC(=O)N=Nc2c(O)[nH]c3ccc(Cl)cc23)cc1	1	-3	-2
C/C=C(\C)C(=O)N1CCN(c2cc(S(=O)(=O)N3CCc4cc(OC)c(OC)cc4C3)ccc2OC)CC1	19	-1	-7
CCOC(=O)Cn1c(=O)c2c(nc(N3CCOCC3)n2Cc2ccccc2)n(C)c1=O	-5	-8	·
C=CCCC(=O)N1CCN(c2nccc(-c3ccc(N4CCOCC4)cc3)n2)CC1	4	-9	-7
FC(F)(F)Oc1cccc(-c2cc3c(cn2)ncn3Cc2ccccc2)c1	12	-4	-6
Cc1ccc(C(CC(=O)N2CCN(c3cccc(C(F)(F)F)c3)CC2)c2c[nH]c3ccccc23)cc1 (stereo not given)	0	-6	-8
CC1(C(=O)NCc2ccc3c(c2)OCO3)CCN1CCOc1ccccc1 (stereo not given)	0	-10	·
CCC(CCO)NC(=O)Nc1sc(C)nc1C (stereo not given)	0	-4	-9
COCCNS(=O)(=O)c1ccc(OC)c(N2CCN(C(=O)CCCCCCl)CC2)c1	16	3	-4
Cc1nn(C)c(Cl)c1C(=O)NCc1cccc(CN(C)C(C)C)c1	1	-4	·
COc1ccc(CCN(C)c2cc(-c3ccccc3)nc(SCc3ccc(C(=O)NCc4ccccn4)o3)n2)cc1OC	3	-4	-6
O=C(c1cn(Cc2ccccc2)nc1-c1cccnc1)N1CCCCC1	4	-3	-5

Structural class, the compounds so far with two or more sulfur atoms (three)
SMILES	NPYLR7 ag	hcGAS inh	mcGAS inh
O=C(Cc1csc(-c2cccs2)n1)NCCCc1ccccc1	5	-9	·
O=C(Nc1ccc([N+](=O)[O-])cc1)C1CCCN1S(=O)(=O)c1ccc(Cl)s1 (stereo not given)	29	-3	-8
CCNc1nnc(SCc2cccc([N+](=O)[O-])c2)s1	-3	-6	-1

Remaining list, next part
SMILES	NPYLR7 ag	hcGAS inh	mcGAS inh
CCNC(=O)c1n[nH]c2c1CC(C(C)(C)C)CC2 (stereo not given)	·	-9	-5
Cc1ncc(C(=O)NCC2CCN(Cc3cccnc3)CC2)cn1	28	-6	-10
CCCCCCN(C(=O)Nc1ccccc1Br)C(CC)c1nc2ccccc2c(=O)n1-c1ccc(F)cc1 (stereo not given)	0	-10	-5
Cc1nn(-c2ccc(F)cc2)c(C)c1Cn1ccnc1-c1ccc(CO)o1	-3	-1	·
c1cnc(Oc2cccc(CNC3CC3)c2)nc1	5	-14	·
O=c1c2cc3c(=O)n(-c4ccccc4Cl)ccc3nc2ccn1Cc1cccnc1	-9	-6	-8
CC1(C(=O)NCC2CC2)Cc2c(-c3cccc(C(N)=O)c3)ccnc2O1 (stereo not given)	11	-6	-8
Cc1cc(C(=O)N2C[C@H]3C[C@H](C2)[C@@H]2CCCC(=O)N2C3)n(CCN(C)C)n1	8	-6	·
CCCc1cnc2c(c1SCc1ccccc1)c(=O)n(C)c(=O)n2C	6	-11	-11
Clc1cc(CSc2ncnc3ccccc23)cc2c1OCCO2	8	-6	·
Cc1nc(-c2ccc(-c3cccs3)s2)n(CC(=O)N2CCCC(CO)C2)c1C (stereo not given)	12	-6	·
Oc1cccc(CN2CCCn3cccc3C2c2ccc(F)cc2)c1O (stereo not given)	3	-8	-3
CCCCn1nc(NS(=O)(=O)c2ccccc2)c2cc3cc(C)ccc3nc21	1	-5	·
COC(=O)CN(CC(=O)OC)S(=O)(=O)c1ccc(Cl)nc1	2	1	-2
O=C1c2ccccc2C(=O)c2c(NC(=O)C34CC5CC(CC(C5)C3)C4)cccc21	-19	3	-1
COCCN(CCC(=O)NC(C)c1ccccc1)c1nc(-c2ccco2)nc2cc(Cl)ccc12 (stereo not given)	22	-2	-8
CCOc1nc(-c2cccc(F)c2)n(-c2ccc(NC(=O)Nc3cccc(Cl)c3)cc2)n1	5	-9	-2
CCONC(=O)c1[nH]nc(-c2ccccc2)c1Br	2	-7	·
CCc1nn2c(nnc3c(=O)n(N(C)C)ccc32)c1-c1ccc(Cl)cc1	15	-6	·
CCSc1nnc2c(n1)OC(c1c(Br)cc(Br)c(O)c1Br)Nc1ccccc1-2 (stereo not given)	27	9	19
Cc1ccc(C(=O)N2CCC3(CC2)SCCN3C(=O)c2cccc(F)c2)cc1[N+](=O)[O-]	-4	-8	-4
CCn1cc(S(=O)(=O)N2CCC3(CC2)C(=O)NCCCN3C)cn1	15	2	·
Cn1cnnc1SCC(=O)c1ccc(C(C)(C)C)cc1	-14	-2	0
Cc1[nH]c2nc3c(c(=O)n(Cc4ccc(Cl)cc4Cl)c(=O)n3C)n2c1C	0	-3	-8
CCN(Cc1nc2ccc(F)cc2[nH]1)CC1CCCN(CCc2cccc(F)c2)C1 (stereo not given)	-2	-5	-8
O=C(Nc1ccccc1)c1ccc(Cl)c(S(=O)(=O)NCc2ccccc2)c1	-4	2	-5
Oc1cccc2ccc(C=Cc3cccc(Br)c3)nc12	0	7	2
CC(C)CCN(Cc1c(-c2ccccc2)noc1N1CCN(C)CC1)C(=O)c1cccc(Br)c1	4	-6	-4
CC(C)c1nnc(SCc2cccnc2)c2c1cnn2-c1ccccc1	-12	-3	-8
CCOC(=O)c1cn[nH]c1S(=O)(=O)N1CCC(C)CC1	1	-4	-4
COc1ccc(-c2nc(N)sc2CC(=O)O)cc1	0	-5	-5
CCCC1COC(Cn2cncn2)(c2ccc(C)cc2)O1 (stereo not given)	1	-6	·
O=C(CSc1nc(Cl)cc(N2CCN(C(=O)C3CCCC3)CC2)n1)N1CCN(C/C=C/c2ccccc2)CC1	-3	-4	-3
Brc1ccc2c(c1)CN(Cc1ccc3c(c1)OCO3)CO2	-5	-7	·
O=C1NC(=S)NC1=Cc1ccc(Br)cc1	7	-3	·
Cc1ccc(N=Cc2nc(-c3ccccc3F)oc2O)cc1	-4	-6	-5
CCCCSc1nnc2c(n1)OC(c1cc(OC)c(OC)c(OC)c1)Nc1ccccc1-2 (stereo not given)	-5	0	-4
COc1ccc(C(=O)Nc2ccc(NC(=O)c3ccccc3)c(C)c2)cc1[N+](=O)[O-]	0	-4	-6
Cc1cc(=O)c2c([nH]1)c(C)cc1c(C)c(C)n(C)c12	1	-7	·
CCC(C)CN(CC(=O)N(Cc1ccccc1)Cc1ccc(C)s1)S(=O)(=O)c1ccc(NC(C)=O)cc1 (stereo not given)	5	9	-6
CC1(C)C(=O)Nc2ccccc2N1C(=O)CNc1ccc2c(c1)OC(F)(F)O2	2	-13	·
